M4 antag – human M4 muscarinic receptor antagonists, primary screen, CHO cells, Fluo-8 calcium fluorescence; inhibition, % at 3 µM; CHO-hM4 cells, ACh EC80; AID 624125, 2012; Muscarinic acetylcholine receptor M4 (Homo sapiens), P08173; 0.73% of 360,000 active;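 active means inhibition above its plate's cutoff, the mean inhibition of sample wells plus 3 SD, cut at about 27% in these data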;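 further: 0% = acetylcholine EC80 with DMSO and 100% = DMSO without agonist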
Target sequence (P08173 whole entry, looked up): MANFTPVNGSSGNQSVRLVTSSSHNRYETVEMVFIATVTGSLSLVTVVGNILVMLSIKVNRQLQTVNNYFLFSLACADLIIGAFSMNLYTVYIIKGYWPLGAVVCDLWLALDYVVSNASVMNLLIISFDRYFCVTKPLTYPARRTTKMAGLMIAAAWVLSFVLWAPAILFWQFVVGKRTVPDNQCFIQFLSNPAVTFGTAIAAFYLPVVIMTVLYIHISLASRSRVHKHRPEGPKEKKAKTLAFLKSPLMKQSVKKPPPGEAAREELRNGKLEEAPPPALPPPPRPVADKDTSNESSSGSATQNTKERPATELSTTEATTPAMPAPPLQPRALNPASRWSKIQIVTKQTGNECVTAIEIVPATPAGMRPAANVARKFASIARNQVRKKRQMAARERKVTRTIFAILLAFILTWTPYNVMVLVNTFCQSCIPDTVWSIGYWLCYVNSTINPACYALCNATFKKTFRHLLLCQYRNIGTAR
TAAR1 ag – human TAAR1 agonists, primary screen, Fluo-8 calcium fluorescence, CHO RD-HGA16 cells | Trace amine-associated receptor 1 (Homo sapiens), Q96RJ0 | vehicle wells 0%, saturating PEA agonist 100% | activation, % at 3 µM | 0.99% of 360,000 active | AID 624467, 2012;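 active means activation above the mean activation of all test compounds in the run plus 3 SD, cut at about 38% in these data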
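Test system: RD-HGA16 (CHO) cells co-expressing Gα16 and hTAAR1 / Benchmarks: DMSO vehicle as 0%, PEA at EC100 as 100% / Repeats: no replicates (n 1) / Measure: % activation from peak over basal fluorescence ratio, DMSO-to-PEA scaled / Timing: 17-24 h plating, Fluo-8 75 min 37 °C, 30 min RT / Technique: kinetic Fluo-8 calcium fluorescence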
M5 ag – human M5 muscarinic receptor agonists, primary screen, CHO-K1 cells, Fluo-8 calcium fluorescence; Muscarinic acetylcholine receptor M5 (Homo sapiens), P08912; CHO-K1 hM5 cells; 0% DMSO wells, 100% maximal acetylcholine response; activation, % at 3 µM; 0.19% of 360,000 active; AID 624037, 2012;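 active means activation above the run's mean over test compounds plus 3 SD, cut at about 23% in these data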;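 further: signal is peak over basal fluorescence ratio across the kinetic read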
M4 ag – human M4 muscarinic receptor agonists, primary screen, CHO-K1 cells, Fluo-8 calcium fluorescence | CHO-K1 hM4/Gqi5; vehicle 0%, full acetylcholine response 100% | activation, % at 3 µM | 0.14% of 360,000 active | AID 624127, 2012;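 active means activation above the run mean over all test wells plus 3 SD, cut at about 32% in these data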;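 further: peak over basal fluorescence ratio per well then scaled between controls; 0% = DMSO wells and 100% = acetylcholine at EC100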
CHRM5 antagonist – human M5 muscarinic receptor antagonists, primary screen, CHO cells, Fluo-8 calcium fluorescence. Muscarinic acetylcholine receptor M5 (Homo sapiens), P08912. CHO-hM5 cells, ACh EC80. inhibition, % at 3 µM. 0.59% of 360,000 active. AID 624040, 2012;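 active means inhibition above a per-plate cutoff, the mean of that plate's test compounds plus 3 SD, cut at about 27% in these data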;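 further: 0% = acetylcholine EC80 with DMSO and 100% = DMSO without agonist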
CHRM5 PAM – human M5 muscarinic receptor positive allosteric modulators, primary screen, CHO-K1 cells, Fluo-8 calcium fluorescence. Muscarinic acetylcholine receptor M5 (Homo sapiens), P08912. CHO-K1 hM5, ACh EC20 PAM; 0% = ACh EC20, 100% = ACh EC100. activation, % at 3 µM. 0.3% of 360,000 active;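 active means activation above the run cutoff, the mean activation of all test compounds plus 3 SD, cut at about 18% in these data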
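System: CHO-K1 cell line with stable human muscarinic M5 receptor expression | Also added: EC20 acetylcholine as agonist stimulus | Compound: One concentration, 3 µM final (nominal) | Timing: Fluo-8 loading 80 min at 37 °C plus 30 min room temperature | Measured by: Fluo-8 calcium dye fluorescence, kinetic read | Read-out basis: % activation, ACh-normalized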
CHRM1 antagonist – human M1 muscarinic receptor antagonists, primary screen, CHO-K1 cells, Fluo-8 calcium fluorescence, 1536-well | 1.3% of 360,000 active | Muscarinic acetylcholine receptor M1 (Homo sapiens), P11229 | CHO-K1 hM1, ACh EC80 antagonist | inhibition, % at 3 µM;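 active means percent inhibition above its own plate's cutoff, namely the mean of that plate's compound wells plus 3 SD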;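 further: peak over basal fluorescence ratio during 140 s after agonist addition; 0% = ACh EC80 plus DMSO and 100% = DMSO alone without agonist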
Target sequence (P11229 whole entry, looked up): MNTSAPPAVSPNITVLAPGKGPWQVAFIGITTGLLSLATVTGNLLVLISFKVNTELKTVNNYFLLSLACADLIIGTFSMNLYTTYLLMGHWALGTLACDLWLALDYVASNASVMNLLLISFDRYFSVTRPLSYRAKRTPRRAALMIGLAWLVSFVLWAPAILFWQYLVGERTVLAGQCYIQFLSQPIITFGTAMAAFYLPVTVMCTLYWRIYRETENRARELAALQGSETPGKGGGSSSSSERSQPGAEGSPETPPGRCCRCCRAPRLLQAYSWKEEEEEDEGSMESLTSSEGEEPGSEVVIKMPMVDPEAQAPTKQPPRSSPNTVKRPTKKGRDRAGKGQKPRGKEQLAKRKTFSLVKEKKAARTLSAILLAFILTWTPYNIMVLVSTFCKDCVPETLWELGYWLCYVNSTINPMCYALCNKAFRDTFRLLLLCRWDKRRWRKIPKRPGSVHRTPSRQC
M1 ag – human M1 muscarinic receptor agonists, primary screen, Fluo-8 calcium fluorescence, CHO-K1 cells, HTS; 0.33% of 360,000 active; CHO-K1 hM1, agonist mode; 0% DMSO, 100% acetylcholine EC100; activation, % at 3 µM;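 active means activation above the run's mean compound activation plus 3 SD, cut at about 16% in these data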;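 further: peak over basal fluorescence ratio within a 140 s kinetic read after compound addition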
M1 PAM – human M1 muscarinic receptor positive allosteric modulators, primary screen, CHO-K1 cells, Fluo-8 calcium fluorescence, 1536-well; activation, % at 3 µM; AID 588819, 2011; Muscarinic acetylcholine receptor M1 (Homo sapiens), P11229; CHO-K1 hM1, ACh EC20; 0% = ACh EC20, 100% = maximal ACh; 0.088% of 360,000 active; in the data active means activation above about 19%, passing the limit was not always enough
* marks the source's active call; other numbers are inactive results; x = no result given; & = joins results of further samples.

Each structure is followed by: M4 antag	TAAR1 ag	M5 ag	M4 ag	CHRM5 antagonist	CHRM5 PAM	CHRM1 antagonist	M1 ag	M1 PAM
- COc1ccc(NC(=O)c2ccc(-c3ccccc3)cc2)cc1S(=O)(=O)N1CCOCC1
 : 5	16	1	2	7	6	4	-2	0
- O=c1c2[nH]c3ccccc3c2ncn1Cc1cccnc1
 : 0	0	-4	1	2	-5	-3	-1	4
- C=CCn1c(SCC(=O)NCCC2=CCCCC2)nc2ccc(Cl)cc2c1=O
 : -14	22	4	1	2	30*	-5	-1	6
- COc1ccc(CN(CC(=O)NCCc2ccccc2)C(=O)CCC(=O)Nc2cc(C)ccn2)cc1
 : -8	3	-2	5	10	0	-12	-4	11
- O=C(NC(=S)Nc1cccnc1)c1cccs1
 : -10	5	3	7	2	10	-11	0	8
- O=C(Nc1cnccn1)C1c2ccccc2Oc2ccccc21
 : 13	14	-6	0	6	0	-3	-7	2
- CC(=O)C1=C(O)C(=O)N(c2ccc(F)cc2)C1c1ccc(C)cc1 (stereo unspecified)
 : -10	3	4	1	10	8	-26	0	12
- CC1(O)C(c2ccccc2)=Nc2ccccc21 (stereo unspecified)
 : -13	2	0	1	15	-7	-25	0	21
- CC1(C)CC(=O)C(C=NCC2CCCO2)=C(O)C1 (stereo unspecified)
 : 0	4	-1	-1	-3	-4	-4	-7	7
- COc1ccc(N=C(N(C)C)P(=O)(N(C)C)N(C)C)cc1
 : -2&0	2&2	-1&-2	0&0	11&-14	11&5	-9&-8	-3&-3	5&5
- Cc1ccc2oc3c(c(=O)c2c1)C(c1cccs1)N(CCCN(C)C)C3=O (stereo unspecified)
 : -2	x	0	0	-2	0	-13	-9	6
- O=C(CSc1nnc(-c2ccncc2)o1)NCc1ccc(Cl)cc1
 : -2	4	0	1	-1	-1	-9	-4	8
- CCOC(=O)c1nnn(-c2nonc2N)c1-c1ccc(Br)cc1
 : -6	7	-6	1	4	1	5	-4	1
- C=CCN(Cc1cc(OC)ccc1OC)C(=O)c1cc2ccc(OC)cc2[nH]1
 : 1	5	-1	0	16	-4	-3	-7	-2
- CN1CCN(NC(=O)c2ccccc2F)CC1
 : -1	6	-2	1	-6	-5	-15	-5	3
- CC(C)NC(=O)CCCN1C(=O)c2ccccc2Sc2ncccc21
 : -11	-1	-1	0	-2	5	-19	-3	7
- O=C(NC1CCSc2ccccc21)c1ccc(F)c(S(=O)(=O)N2CCOCC2)c1 (stereo unspecified)
 : -8	1	-1	2	0	5	-11	2	17
- CN(C)CCNc1ncnc2c1cnn2-c1ccc(Cl)cc1
 : -5	6	-3	6	4	-5	-7	-7	12
- COc1ccc(N2CCN(C(CNC(=O)C(=O)NCCC3=CCCCC3)c3ccco3)CC2)cc1 (stereo unspecified)
 : 16	-2	0	0	0	1	2	-5	8
- C/C(=N\NC(=O)c1ccc(CSc2nc(C)cc(C)n2)cc1)C1CCCCC1
 : -6	1	-2	8	21	-19	3	-4	-6
- COc1ccc(N2CCN(c3n[nH]c(N)n3)CC2)cc1
 : -18	0	-1	3	-1	-2	-10	-9	12
- CC(=O)NCCC(=O)N1CCCC(CNC(=O)c2ccc(-c3ccccc3)cc2)C1 (stereo unspecified)
 : 2	8	-1	1	9	-1	4	-6	-3
- Nc1nnn(CC(=O)N/N=C/c2cn[nH]c2-c2ccccc2)n1
 : -6	1	-1	0	1	0	4	-4	4
- CC1(Cc2cc(Cl)ccc2C(F)(F)F)C(=O)Nc2cc(-c3ccccc3Cl)ccc21 (stereo unspecified)
 : -15	-1	0	0	-4	3	-19	-3	10
- O=S(=O)(c1ccc2nc(Nc3ccccc3)ccc2c1)N1CCCCC1
 : 2	2	-2	5	11	-7	13	-3	-6
- O=C(N1CCOCC1)N1CCN(S(=O)(=O)c2ccc(Cl)cc2)C1
 : -7	4	-1	-1	4	1	-8	-2	9
- CCOC(=O)c1ccccc1NC(=O)COC(=O)c1cc([N+](=O)[O-])ccc1N1CCOCC1
 : 13	1	-3	9	1	-4	14	-5	1
- COc1ccc(S(=O)(=O)N2CCN(CCc3ccccc3)CC2)c(OC)c1
 : -6	2	8	7	-9	5	-8	-2	7
- CC1(C)NC(=O)N(c2ccc([N+](=O)[O-])c(C(F)(F)F)c2)C1=O
 : -17	3	9	10	0	-5	-20	6	-2
- CCn1c(C)nc2cc(C(=O)NNC(=S)NC(=O)c3ccc(OC)cc3)ccc21
 : 1	4	5	3	6	6	-15	-1	10

One compound at a time, from the list above. Order of values: M4 antag	TAAR1 ag	M5 ag	M4 ag	CHRM5 antagonist	CHRM5 PAM	CHRM1 antagonist	M1 ag	M1 PAM
C/C(=N\NC(=O)c1ccc(CSc2nc(C)cc(C)n2)cc1)C1CCCCC1 as listed: -6	1	-2	8	21	-19	3	-4	-6
COc1ccc(N2CCN(c3n[nH]c(N)n3)CC2)cc1 as listed: -18	0	-1	3	-1	-2	-10	-9	12
CN1CCN(NC(=O)c2ccccc2F)CC1 as listed: -1	6	-2	1	-6	-5	-15	-5	3
COc1ccc(CN(CC(=O)NCCc2ccccc2)C(=O)CCC(=O)Nc2cc(C)ccn2)cc1 as listed: -8	3	-2	5	10	0	-12	-4	11
CC1(C)NC(=O)N(c2ccc([N+](=O)[O-])c(C(F)(F)F)c2)C1=O as listed: -17	3	9	10	0	-5	-20	6	-2

Additional compounds
Each structure is followed by: M4 antag	TAAR1 ag	M5 ag	M4 ag	CHRM5 antagonist	CHRM5 PAM	CHRM1 antagonist	M1 ag	M1 PAM
- Cc1ccsc1/C=c1\sc2ncnn2c1=O
 : -4	8	-2	0	-5	2	-10	-4	5
- Cn1nnnc1SCC(=O)Nc1nc(-c2ccccc2)c(-c2ccccc2)o1
 : 8	19	1	1	-8	1	-7	-1	-7
- C[N+](C)(C)CCN1CCc2ccccc21
 : 0	3	15	-1	2	-4	x	x	x
- Cc1cc2cc(CN(Cc3nnnn3C3CCCCC3)CC3CCCO3)c(=O)[nH]c2cc1C (stereo unspecified)
 : -2	3	5	2	-6	7	-10	-2	12
- CN(C)CCNC(=O)c1cccc(-c2cnc3c(NC=O)cc(-c4ccccc4F)cn23)c1
 : -2	2	-1	1	-3	1	-1	-9	-4
- COC(=O)c1cc(=O)n(CCc2ccc(OC)cc2)c(=Nc2ccc(F)c(Cl)c2)s1
 : -5	-1	-1	0	-2	-6	-2	4	11
- CCN(CC(=O)Nc1ccc2c(c1)OCCO2)C(=O)CCc1ccccc1Cl
 : 0	4	3	6	-5	-1	-5	-3	5
- O=C(O)c1ccc(NS(=O)(=O)c2ccc3c(c2)C(=O)c2ccccc2C3=O)cc1
 : 3	2	-1	1	-5	5	0	-3	-3
- CCOC(=O)c1c(NC(=O)NC(C)(C)C)sc2c1CCN(C)C2
 : 1	0	0	2	6	-2	-17	-5	9
- N#CC1(C#N)C(c2ccccc2)OC23CCCCC2C1(C#N)C(=N)O3 (stereo unspecified)
 : -2	0	-2	2	-4	-2	2	-5	7
- CC(Nc1cccc2ccccc12)C(=O)N/N=C/c1ccccn1 (stereo unspecified)
 : 0	12	5	3	-11	14	-2	1	11
- Cc1cc(C)cc(C(=O)OCC(=O)N2CCCC2)c1
 : 14	5	-2	0	10	-5	7	-5	-2
- CN(C)Cc1cccc(-c2ccccc2)c1O
 : -13	1	0	1	3	4	-20	-5	13
- Cc1cc(C)c(C(N)=O)c(SCC(=O)c2cc(C)n(-c3cc(C)on3)c2C)n1
 : -3	-1	1	2	3	4	4	-1	-2
- Cc1cccc(-c2nc(CS(=O)CC(=O)N3CCN(C)CC3)c(C)o2)c1 (stereo unspecified)
 : -7	0	1	1	-2	-3	0	-4	-2
- N#C/C(=C(/O)c1ccco1)c1nc2ccccc2s1
 : -6&1	1&3	9&3	3&4	-1&5	4&-11	-5&0	5&4	12&4
- O=C(CSc1nncs1)Nc1ccc(Cl)cc1C(F)(F)F
 : -3	2	2	1	6	-6	1	-1	0
- O=C(O)c1ccccc1-c1ccccc1C(=O)NCc1cccnc1
 : 9	7	-2	1	25	-12	-8	-5	10
- Cc1ccc(/C(O)=C/c2nc3cc(C)ccc3oc2=O)cc1
 : -11	1	0	1	1	1	-7	-1	19

This is a subset. The share of hits here may be higher or lower than overall.
